# Artemis endo inh – Artemis endonuclease inhibitors, primary screen, biochemical, fluorescence intensity, FAM/BHQ-1 hairpin substrate; inhibition, % at 10 µM; recombinant Artemis, quenched FAM hairpin cleavage fluorescence; AID 686954, 2013; 30,000 compounds, 0.78% hits; Protein artemis (Homo sapiens), Q96SD1;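 active = at 10 µM dose, at least 30% inhibition, measured as corrected fluorescence normalized to stimulator and neutral control wells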
# Target sequence (Q96SD1 whole entry, looked up): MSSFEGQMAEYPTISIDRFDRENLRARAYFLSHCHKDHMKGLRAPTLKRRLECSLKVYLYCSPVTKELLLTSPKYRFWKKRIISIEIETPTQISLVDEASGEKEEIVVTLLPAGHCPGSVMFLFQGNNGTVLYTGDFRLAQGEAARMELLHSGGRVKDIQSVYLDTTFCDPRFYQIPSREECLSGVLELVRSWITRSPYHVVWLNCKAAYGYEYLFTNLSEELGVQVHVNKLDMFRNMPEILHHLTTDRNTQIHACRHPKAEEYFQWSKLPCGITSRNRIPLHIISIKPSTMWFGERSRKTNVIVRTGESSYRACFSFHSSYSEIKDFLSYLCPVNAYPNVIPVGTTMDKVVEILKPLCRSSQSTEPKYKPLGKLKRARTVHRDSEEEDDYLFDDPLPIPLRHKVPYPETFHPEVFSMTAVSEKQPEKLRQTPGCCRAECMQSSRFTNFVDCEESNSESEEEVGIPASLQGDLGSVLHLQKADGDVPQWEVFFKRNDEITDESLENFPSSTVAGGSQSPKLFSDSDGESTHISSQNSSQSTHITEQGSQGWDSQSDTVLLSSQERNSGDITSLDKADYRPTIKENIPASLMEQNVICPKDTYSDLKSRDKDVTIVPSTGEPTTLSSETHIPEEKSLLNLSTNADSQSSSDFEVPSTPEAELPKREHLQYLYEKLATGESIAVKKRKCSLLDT
# * = called active by the depositor.
SMILES,Artemis endo inh
N#Cc1cc(N)ccc1Sc1ccc(Cl)cc1,3
O=C1c2ccccc2NC(c2ccc3c(c2)OCO3)N1O (centres undefined),8
CCOC(=O)N1CCN(C(=O)c2ccc3nc(N4CCC(C)CC4)sc3c2)CC1,5
O=C(NCc1ccccc1)/C(NC(=O)c1ccccc1)=C(/Sc1ccccn1)c1ccccc1,-2
COc1cccc(NC(=O)CSc2nc(C)cs2)c1,8
Cc1ccc(Nc2nc3c([nH]2)c(=O)[nH]c(=O)n3C)cc1,1
O=C(CN1CCN(S(=O)(=O)c2ccccc2)CC1)NC(=O)NCc1ccccc1,4
CC1CCN(C(=O)CNC(=O)c2ccc(Cl)cc2Cl)CC1,-11
CC1CCCC(C)N1C(=O)c1cccc2c1-c1ccccc1/C2=N/O (centres undefined),9
Cc1cc(NC(c2cccnc2)c2c(C)[nH]c3ccccc23)no1 (centres undefined),2
CCOC(=O)c1ccccc1NC(=O)CSc1ccccc1,-5
CC(C)(CSc1nncn1N)NS(=O)(=O)c1ccc(Cl)cc1,-7
CCOc1ccccc1Oc1coc2cc(OC)ccc2c1=O,3
COc1cccc(Nc2nc(-c3ccc4c(c3)OCCO4)cs2)c1,-7
C=CCn1c(-c2ccc3[nH]c(C)c(C)c3c2)n[nH]c1=S,1
CCCCN(CC)S(=O)(=O)c1ccc(C(=O)Nc2nnc(COC)o2)cc1,2
Cc1cc(C)n(-c2nc3ccccc3c(=O)n2OCc2ccc(F)cc2)n1,7
c1cc2c(cc1Cn1cnnn1)OCO2,10
O=C1CCC([N+](=O)[O-])C(c2ccc(Cl)cc2Cl)N1 (centres undefined),-3
Cn1cccc1CNC(=O)Nc1ccc(Cl)c(Cl)c1,4
C=CCNc1nc2ccccc2nc1NS(=O)(=O)c1cccs1,1
CC1CCN(C(=O)Cn2cc(C#N)c3ccccc32)CC1,-5
Cc1oc2c(c1C(=O)NCCO)CCCC2,-6
O=C(Oc1ccc(=O)n(-c2ccccc2)n1)c1cccc(Cl)c1,-2
CCOc1ncccc1C(=O)OCC(=O)NCCc1ccc(OC)cc1,-7
COC(=O)c1cc(=O)n2c(-c3ccc(OC)cc3)csc2n1,-5
Cc1cc(C)n(-c2nc(-c3ccccc3)cs2)n1,0
CCCNC(=O)Nc1ccccc1C(=O)Nc1ccc(OC)cc1,-2
Cc1ccc(C(=O)COC(=O)CNC(=O)C(c2ccccc2)c2ccccc2)cc1[N+](=O)[O-],3
c1ccc(Oc2ncnc3oc(-c4ccccc4)cc23)cc1,5
O=C1CCCc2c1nc(-c1ccco1)n2O,14
CC(=O)c1cn(CC(=O)Nc2ccccc2C)c2ccccc12,-7
O=C(CC(c1ccccc1)c1ccccc1O)N1CCCC1 (centres undefined),-5
COc1ccc(/C(N)=N/OC(=O)CSc2ccccc2)cc1,1
Cc1cc(O)c(NC(=O)c2ccco2)cc1C,-6
COc1cc(=O)n(C)c2cc(N(C)C)ccc12,0
O=C(CCc1ccc(CCC(=O)c2cccs2)s1)c1cccs1,1
O=C(Nc1cc(C(F)(F)F)ccc1N1CCOCC1)c1cccc(F)c1,-6
CCOC(=O)CNC(=O)c1nn(-c2ccc(OCC)cc2)c(=O)c2ccccc12,0
COc1ccc(NC(=S)NCCC(c2ccccc2)c2ccccc2)c(OC)c1,10
CCCS(=O)(=O)N1CCCC(C(=O)NCCN(CC)CC)C1 (centres undefined),2
O=C1C2C3C=CC([C@@H]2C(=O)N1C1CCCCC1)[C@H]1C(=O)N(C2CCCCC2)C(=O)C31 (some centres undefined),4
Clc1ccc(CNc2nnnn2-c2ccccc2)c(Cl)c1,-9
COc1ccc(OC)c(NC(=O)COC(=O)c2ccc(S(=O)(=O)N3CCOCC3)cc2)c1,2
N#Cc1c2c(c[nH]c1=O)CCN2Cc1ccccc1,3
Cc1ccc2nc(N/N=C\c3ccc([N+](=O)[O-])o3)nc(-c3ccccc3)c2c1,39*
Cc1cc(=O)oc2c(CN(C)Cc3ccccc3)c(O)ccc12,-2
CCOC(=O)c1c(N)nn(C(C)=O)c1-c1ccccc1,-6
Cc1nc(=O)c(-c2ccccc2)c(C)n1-c1ccc(O)c(C(=O)O)c1,0
Cc1nc(-c2ccccc2)sc1C(=O)/C=C/c1ccc(Cl)cc1,7
O=C(O)CC(C(=O)NCc1ccccc1)C1CCCO1 (centres undefined),-2
COc1ccc(CCNC(=O)CC(NS(=O)(=O)c2ccc(NC(C)=O)cc2)C(C)C)cc1OC (centres undefined),4
Cc1cc(C)c(NC(=O)CCCN2CCN(C)CC2)c(C)c1,-5
Cc1ccc(C(=O)NC(=S)Nc2ccccc2C(F)(F)F)c(C)c1,-4
COc1ccc(C(C)(C)C)cc1S(=O)(=O)N1CCN(C)CC1,4
CCCCC(=O)OCC(=O)Nc1ccc(OC(F)F)cc1,5
CC(=O)N1C=CN(C(C)=O)C(c2cn(C)c3ccccc23)C1c1cn(C)c2ccccc12 (centres undefined),-5
Cc1cccc(-c2noc(-c3ccccc3C(=O)NCC3CCCO3)n2)c1 (centres undefined),-9
CCN(CC)CCCN1C(=O)C(=O)/C(=C(/O)c2cc(C)ccc2C)C1c1cccnc1 (centres undefined),-2
Cc1[nH]c2ccccc2c1C(=O)CN1CCCCC1CCO (centres undefined),-3
# (further entries)
SMILES,Artemis endo inh
O=C(COC(=O)CCS(=O)(=O)c1ccc(Cl)cc1)Nc1ncc(Cl)cc1Cl,11
O=C(O)C1CC(=O)N(Cc2ccc(F)cc2)C1 (centres undefined),-12
C=CCOC(=O)C1=C(C)NC(SCC)=C(C#N)C1c1ccc(Cl)cc1 (centres undefined),7
O=C(c1ccc(CN2CCc3ccccc3C2)cc1)N1CCN(c2ccc(F)cc2)CC1,1
COCCN(CC(=O)NCc1ccc(F)cc1)C(=O)CCC(=O)Nc1ccccn1,-3
COc1cccc(C(=O)NN2C(=O)C3C4C=CC(O4)C3C2=O)c1 (centres undefined),-2
COc1cccc(C(=O)COC(=O)C(C)N2C(=O)C3C4C=CC(C4)C3C2=O)c1 (centres undefined),-7
O=[N+]([O-])c1cccc(-c2nc(-c3ccncc3)no2)c1,-5
CN(C)CCNC(=O)COc1cccc(Cl)c1,4
CC(=O)Nc1c(C(=O)N2CCCCCC2)cnn1-c1ccccc1,-2
COc1ccc(F)cc1S(=O)(=O)N1CCCN(S(=O)(=O)c2cc(F)ccc2OC)CC1,-6
CCCOc1ccccc1C(=O)N(Cc1cccs1)C1CCS(=O)(=O)C1 (centres undefined),8
COc1cc(/C=N/N2CCN(C3c4ccccc4-c4ccccc43)CC2)ccc1O,-1
COc1ccc(C(=O)n2nc(C)cc2Nc2ccccc2)cc1,8
O=C(NCC1CCCO1)c1ccc(Cl)c(F)c1F (centres undefined),-1
N#CC(C#N)=Cc1cn(-c2ncc(C(F)(F)F)cc2Cl)c2ccccc12,-2
COC(=O)C(/C=N/OCc1ccc([N+](=O)[O-])cc1)NC(=O)c1cccc(Cl)c1 (centres undefined),8
Cc1cc(=S)cc(C)n1CCCn1ccnc1,5
O=C(Nc1ccc(-c2nc3ncccc3o2)cc1)c1ccc(Br)o1,20
Cc1cc(C(=O)Nc2nc3c(C)cccc3s2)c(C)o1,-1
CCN(CC)c1ccc2cc(-c3nnc(-c4ccccc4)o3)c(=O)oc2c1,-53
O=C(NCc1ccco1)c1cc2cc3ccc(Cl)cc3nc2o1,3
O=C1CSC(=Nc2ccc(O)cc2)N1c1ccc(O)cc1,-4
Cc1nn2c(=O)cc(COC(=O)c3ccc(S(=O)(=O)N4CCCCC4)cc3)nc2s1,1
O=S(=O)(CCc1ccccc1)N1CCOCC1,-2
Cc1onc(-c2ccccc2Cl)c1C(=O)Nc1nc2c(s1)CCCC2,-1
O=C(COC(=O)c1cccs1)NCCN1C(=O)CSC1=O,6
N#Cc1c2n(c3c(=O)n(Cc4ccc(Cl)cc4)cnc13)CCCCC2,3
CCOC(=O)C1=C(N)N2C(=O)C(C)SC2=C(C(=O)OCC)C1c1ccccc1 (centres undefined),12
Cc1ccc2[nH]c(=O)c(CNC(C)(C)C)cc2c1,1
O=C(NC(C(=O)N1CCCC1C(=O)O)=C1CCCCC1)c1ccccc1 (centres undefined),-4
Cc1ccc(OCC(=O)Nc2cccc3nsnc23)c(C)c1,9
Cc1cccc(C(=O)O)c1NC(=O)c1ccc(F)cc1,3
Cc1cccc(NC(=O)c2nc(-c3ccccc3)n(-c3ccccc3)n2)c1C,12
Cn1cnnc1SCc1cccc(Br)c1,-2
Cc1oc2nc(SCCCC(=O)NCCCO)nc(N)c2c1C,-8
CCc1cc(Br)ccc1N1C(=O)C2CC=CCC2C1=O (centres undefined),-6
CC1/C(=C\c2ccc(Cl)cc2)C(=O)C2CC1C2(C)C (centres undefined),3
COc1cc(OC)cc(-c2nc3nc(C)c(CCC(=O)O)c(C)n3n2)c1,0
CCOC(=O)c1c(-c2cccs2)csc1NC(=O)CN1CC(C)OC(C)C1 (centres undefined),5
CC(C)CNC(=O)NC(=O)COc1ccc(C=O)cc1,-2
O=C(N/N=C/c1ccccc1F)c1csc2c1CCCC2,7
FC(F)(F)c1nc2ccccc2n2c(-c3ccc(Cl)cc3Cl)nnc12,-6
COc1ccc(N(CC(=O)Nc2cccc(SC)c2)S(C)(=O)=O)cc1,3
CCOC(=O)N1CCN(CC(O)COCC2=CCC3CC2C3(C)C)CC1 (centres undefined),-11

# 14 neighbouring entries out of the list so far, quoted:
SMILES,Artemis endo inh
COc1ccc(F)cc1S(=O)(=O)N1CCCN(S(=O)(=O)c2cc(F)ccc2OC)CC1,-6
CCCOc1ccccc1C(=O)N(Cc1cccs1)C1CCS(=O)(=O)C1 (centres undefined),8
COc1cc(/C=N/N2CCN(C3c4ccccc4-c4ccccc43)CC2)ccc1O,-1
COc1ccc(C(=O)n2nc(C)cc2Nc2ccccc2)cc1,8
O=C(NCC1CCCO1)c1ccc(Cl)c(F)c1F (centres undefined),-1
N#CC(C#N)=Cc1cn(-c2ncc(C(F)(F)F)cc2Cl)c2ccccc12,-2
COC(=O)C(/C=N/OCc1ccc([N+](=O)[O-])cc1)NC(=O)c1cccc(Cl)c1 (centres undefined),8
Cc1cc(=S)cc(C)n1CCCn1ccnc1,5
O=C(Nc1ccc(-c2nc3ncccc3o2)cc1)c1ccc(Br)o1,20
Cc1cc(C(=O)Nc2nc3c(C)cccc3s2)c(C)o1,-1
CCN(CC)c1ccc2cc(-c3nnc(-c4ccccc4)o3)c(=O)oc2c1,-53
O=C(NCc1ccco1)c1cc2cc3ccc(Cl)cc3nc2o1,3
O=C1CSC(=Nc2ccc(O)cc2)N1c1ccc(O)cc1,-4
Cc1nn2c(=O)cc(COC(=O)c3ccc(S(=O)(=O)N4CCCCC4)cc3)nc2s1,1

# Next results.
SMILES,Artemis endo inh
COC(=O)C1=C(C)N(C)C(C)=C(C(=O)OC)C1c1cccc(Br)c1,-5
COc1cccc(C2CC(c3ccc(Cl)cc3Cl)Nc3nc(N)nn32)c1 (centres undefined),0
CCCCNC(=S)NC(=O)c1ccc([N+](=O)[O-])cc1,0
Cc1cc2c(nn1)CCC/C2=N\O,1
CCOC(=O)C(/C=C(\C#N)C(=O)OCC)=C(/N)N1CCN(c2ccccc2)CC1,1
O=c1c2[nH]c3ccc(F)cc3c2ncn1CCN1CCOCC1,3
Cc1cccc2c1CC(C)(C)N=C2C1=C(O)CCCC1=O,-3
COc1ccc(-c2cc(C(=O)O)c3ccccc3n2)c(OC)c1,0
COc1ccc(NS(=O)(=O)c2cc([N+](=O)[O-])ccc2N/N=C\c2c(C)[nH]c3ccccc23)cc1,4
O=C(COC(=O)c1cc(S(=O)(=O)N2CCCCC2)ccc1N1CCOCC1)NC1CCCCC1,-7
Cc1ccccc1-c1nnc(-c2ccccc2)o1,4
Cc1[nH]c2ccc(C(=O)OCCN(C)C)cc2c1C,4
CCCCn1c(CCC(=O)O)nc2c1c(=O)[nH]c(=O)n2CCC,3
COc1ccc(C2C(C#N)=C(N)Oc3cc(C)n(Cc4ccncc4)c(=O)c32)cc1 (centres undefined),-2
O=C(/C=C/c1cccc([N+](=O)[O-])c1)NCCSc1ccccc1,5
CCCCn1cnc2c1c(=O)n(CC(=O)c1cc(C)n(C)c1C)c(=O)n2CC(C)C,-6
CCC1(O)c2ccccc2-c2ncccc21 (centres undefined),-5
CCOC(=O)c1c(N)sc(C(=O)N2CCCCCC2)c1C,-5
COC(=O)c1[nH]c2ccc(C)cc2c1NC(=O)CN1CCN(Cc2ccccc2)CC1,5
CCSC1=N/C(=C\c2ccc3c(c2)OCO3)C(=O)S1,5
O=C(NC12CC3CC(CC(C3)C1)C2)C1CC(=O)N(c2ccc(Br)cc2)C1 (centres undefined),4
CCN(CC)CCN(Cc1cc2cc3c(cc2[nH]c1=O)OCCO3)C(=O)NC1CCCCC1,-6
COc1ccccc1N1CCN(CC(=O)NCC2CCCO2)CC1 (centres undefined),-1
CC(C)(C)c1ccc(/C=C/C(=O)NC2=NCCS2)cc1,2
Nc1nonc1-c1nc2ccccc2n1Cc1ccc(F)cc1Cl,4
COc1ccc(OC)c(-n2c(C)ccc2-c2ccc(S(C)(=O)=O)cc2)c1,7
CCOC(=O)c1cnc2c(C)c(-c3ccccc3)[nH]n2c1=O,5
COc1ccc(S(=O)(=O)NC(C(C)C)C(C)C)cc1OC,-5
Cc1cc(C2C(C#N)=C(N)Oc3n[nH]c(C)c32)c(C)s1 (centres undefined),-1

# Bioassay records as filed in PubChem.

# Only part of the results is shown; the hit share may differ from the screen's.
